ER stress rescue: protection against thapsigargin-triggered cell killing – 384-well, CSM14.1, ATP luminescence, primary screen (AID 1222) | CSM14.1 thapsigargin-induced death rescue, ATP luminescence; higher % means a stronger effect | one-dose cellular ATP content (survival), % at 20 µM; EC50 in µM for titrated hits | 190,000 tested, under 10 active;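 active = EC50 below 50 µM in the dose-response confirmation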;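 also: death triggered by thapsigargin at about 15 µM added after 2 h compound pretreatment; cell ATP read after overnight thapsigargin exposure of roughly 18 to 22 hours; normalized against plate controls of thapsigargin alone and 5% DMSO vehicle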
GPR35 arrestin U2OS: GPR35 antagonists blocking zaprinast-driven arrestin recruitment, primary screen, imaging, U2OS, beta-arrestin-GFP, zaprinast agonist (AID 2058); U2OS GPR35 beta-arrestin-GFP translocation imaging, zaprinast antagonism; higher % means a stronger effect; one-dose inhibition, % at 10 µM; IC50 in µM for titrated hits; actives 0.052% (n = 290,000);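 active = inhibition of at least 50% with at least 30 cells and total cytoplasm GFP at most 10,000,000; inconclusive = under 30 cells or total GFP of 10,000,000 plus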
PhoP inhibition: inhibitors of PhoP regulon expression, primary screen, Salmonella Typhimurium, GFP reporter (AID 1863). actives 0.16% (n = 300,000). S. Typhimurium PhoP-regulated promoter GFP reporter, 4 h; higher % means a stronger effect. inhibition, % at 50 µM, or IC50 in µM where a hit was titrated;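 active = inhibition over 29.93%, a cutoff 3 SD above the screen mean, later confirmed by dose response; inconclusive = inhibition over 29.93% but no dose response follow-up; inactive = inhibition at most 29.93% or unconfirmed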;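 also: 0% = low Mg2+ inducing control and 100% = high Mg2+ repressing control; strong numbers were not always called active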
Large T inhibition: TAg ATPase/helicase activity blockers – biochemical (AID 1903); SV40 large T antigen ATPase/helicase inhibition assay; higher % means a stronger effect; one-dose inhibition, % at 20 µM; IC50 in µM for titrated hits; actives 0.39% (n = 310,000); in the data active = a potency from the dose series; inconclusive = inhibition mostly from about 32% at the one dose, without a potency; inactive = the rest, 99 in 100 with inhibition below about 32%; also: strong numbers were not always called active
MgcRacGAP inhibition: MgcRacGAP GTPase-activating activity inhibitors, confirmation, biochemical, ADP Hunter fluorescence; inhibition, % at 30 µM; hits with a dose series show IC50 in µM; MgcRacGAP-stimulated Rac1 GTP hydrolysis, ADP Hunter fluorescence; higher % means a stronger effect; GST-tagged Rac1 F28L mutant substrate; actives 0.6% (n = 340,000); AID 624330;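 active = first-screen hits whose inhibition reached a set limit at any dose in the follow-up dose series; inconclusive = inhibition above the set first-screen limit but never retested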;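 also: fluorescence reports GDP produced by GAP-driven GTP hydrolysis; strong numbers were not always called active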
LYP phosphatase: inhibitors of LYP phosphatase, biochemical, fluorescence intensity, uHTS (AID 1779); recombinant LYP phosphatase, fluorescence intensity; higher % means a stronger effect; inhibition, % at 11.5 µM; hits with a dose series show IC50 in µM; actives 0.054% (n = 290,000); in the data active = inhibition above about 50%;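 also: plate controls were vehicle with enzyme for no effect and no enzyme for full effect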
RSV CPE inhibition: inhibition of RSV-induced cytopathic effect – HEp-2 cells, primary 10 µM value included (AID 2391); HEp-2 cells, RSV-induced CPE inhibition; higher % means a stronger effect; CPE inhibition, % at 10 µM; hits with a dose series show IC50 in µM; actives 0.13% (n = 310,000); in the data active = a potency from the dose series; inconclusive = CPE inhibition mostly from about 23% at the one dose, without a potency; inactive = the rest, 99 in 100 with CPE inhibition below about 21%; also: strong numbers were not always called active
West Nile antiviral: West Nile virus antiviral activity, cell-based, CPE readout (AID 1621); actives 0.02% (n = 290,000); West Nile virus-infected cells, CPE inhibition; higher % means a stronger effect; CPE inhibition, % at 10 µM, or IC50 in µM where a hit was titrated; in the data active = a potency from the dose series; inconclusive = CPE inhibition mostly from about 3.7% at the one dose, without a potency; inactive = the rest, 99 in 100 with CPE inhibition below about 2.2%; also: strong numbers were not always called active
Dengue-2 NS5 capping: flavivirus cap methylation enzyme inhibition – biochemical, confirmation dose response, primary screen (AID 588689); actives 0.3% (n = 340,000); Dengue-2 NS5 methyltransferase capping enzyme assay, biochemical; higher % means a stronger effect; one-dose inhibition, % at 25 µM; IC50 in µM for titrated hits; in the data active = a potency from the dose series; inconclusive = inhibition above about 29% without an active follow-up result
Dengue-2 NS5 capping pilot replicate: second read-out of Dengue-2 NS5 capping, no call of its own (marks repeat the call); inhibition, %; measured here: pilot screen replicate inhibition
An asterisk follows results filed as active; ? = inconclusive; · = no result given. This is a random part of the collection; about 1.5% have a hit in one of these screens.

A first look (nine entries):
SMILES | ER stress rescue | GPR35 arrestin U2OS | PhoP inhibition | Large T inhibition | MgcRacGAP inhibition | LYP phosphatase | RSV CPE inhibition | West Nile antiviral | Dengue-2 NS5 capping | others
CCOC(=O)Cc1nnc2c(Nc3ccc(C)cc3)nc3nonc3n12 | -2.2% | 9% | 2% | 9% | 8% | 0% | 1.3% | 0.6% | 4%
CC(Cc1ccccc1)N/C=C1\CC(=O)NC1=O (stereo not drawn) | 0.4% | 6% | 7% | 4% | 3% | 2% | 1.3% | 0.6% | -5%
CCc1ccc(-c2ccc(SCC(=O)NCC3CCCO3)nn2)cc1 (stereo not drawn) | -1.3% | 4% | 6% | 9% | 3% | -7% | 18% | -1.3% | -5%
CCCS(=O)(=O)c1nnnn1-c1cccc(OC)c1 | -2.1% | 7% | 28% | 20% | 3% | 2% | -3.5% | -2.2% | -34%
CCn1cc(C(=O)NCCCOC(C)C)c(=O)c2cc(S(=O)(=O)N3CCC(C)CC3)ccc21 | · | 48% | -2% | 14% | 5% | -6% | 5.4% | 0.1% | -6%
Cc1cc([N+](=O)[O-])ccc1-c1ccc(/C=N/NC(=O)Cc2ccccc2)o1 | -1.2% | -6% | -35% | 10% | 10% | 13% | 3.3% | -1.3% | 27%
O=c1oc2cc(Oc3ccc(C(F)(F)F)cc3[N+](=O)[O-])ccc2c2c1CCCC2 | 1.9% | 13% | -12% | 21% | 11% | -6% | -0.6% | 0.3% | 2%
Cc1ccc(OCc2cc(C(=O)NCc3cn4ccccc4n3)no2)cc1C | · | -13% | -4% | 8% | 15% | -6% | 17% | -0.6% | -1%
CC(=O)N1CCC(N(CCN2CCOCC2)C(=S)Nc2ccc(C)c(C)c2)CC1 | -0.5% | -4% | -4% | 6% | 9% | -7% | -1.4% | -0.4% | -3%

The listing, previewed entries included:
SMILES | ER stress rescue | GPR35 arrestin U2OS | PhoP inhibition | Large T inhibition | MgcRacGAP inhibition | LYP phosphatase | RSV CPE inhibition | West Nile antiviral | Dengue-2 NS5 capping | others
CCOC(=O)Cc1nnc2c(Nc3ccc(C)cc3)nc3nonc3n12 | -2.2% | 9% | 2% | 9% | 8% | 0% | 1.3% | 0.6% | 4%
CC(Cc1ccccc1)N/C=C1\CC(=O)NC1=O (stereo not drawn) | 0.4% | 6% | 7% | 4% | 3% | 2% | 1.3% | 0.6% | -5%
CCc1ccc(-c2ccc(SCC(=O)NCC3CCCO3)nn2)cc1 (stereo not drawn) | -1.3% | 4% | 6% | 9% | 3% | -7% | 18% | -1.3% | -5%
CCCS(=O)(=O)c1nnnn1-c1cccc(OC)c1 | -2.1% | 7% | 28% | 20% | 3% | 2% | -3.5% | -2.2% | -34%
CCn1cc(C(=O)NCCCOC(C)C)c(=O)c2cc(S(=O)(=O)N3CCC(C)CC3)ccc21 | · | 48% | -2% | 14% | 5% | -6% | 5.4% | 0.1% | -6%
Cc1cc([N+](=O)[O-])ccc1-c1ccc(/C=N/NC(=O)Cc2ccccc2)o1 | -1.2% | -6% | -35% | 10% | 10% | 13% | 3.3% | -1.3% | 27%
O=c1oc2cc(Oc3ccc(C(F)(F)F)cc3[N+](=O)[O-])ccc2c2c1CCCC2 | 1.9% | 13% | -12% | 21% | 11% | -6% | -0.6% | 0.3% | 2%
Cc1ccc(OCc2cc(C(=O)NCc3cn4ccccc4n3)no2)cc1C | · | -13% | -4% | 8% | 15% | -6% | 17% | -0.6% | -1%
CC(=O)N1CCC(N(CCN2CCOCC2)C(=S)Nc2ccc(C)c(C)c2)CC1 | -0.5% | -4% | -4% | 6% | 9% | -7% | -1.4% | -0.4% | -3%
CCN1CCCC1CNC(=O)c1ccc2c(=O)n(CCOC)c(=O)[nH]c2c1 (stereo not drawn) | -1.5% | 6% | 6% | 3% | -3% | -9% | -0.3% | 0.6% | -5%
Cc1nn(CC(=O)NCC(C)c2ccccc2)c(=O)c2cc(-c3ccccc3)nn12 (stereo not drawn) | · | 19% | 0% | 4% | 9% | -8% | 4.0% | -0.1% | -15%
CC(=O)NC1CCCN(O)C(=O)/C=C(\C)CCOC(=O)C(NC(C)=O)CCCN(O)C(=O)/C=C(\C)CCOC(=O)C(NC(C)=O)CCCN(O)C(=O)/C=C(\C)CCOC1=O (stereo not drawn) | -2.8% | -10% | -1% | 1% | · | -3% | 2.5% | -0.5% | ·
COc1ccc(CCNC(=O)COc2ccc(S(=O)(=O)NCC(C)C)cc2Cl)cc1OC | 3.1% | -12% | -2% | 0% | 5% | -4% | 8.6% | 11% | -1%
CC1=NN(C(N)=S)C(=O)C1N=Nc1cccc([N+](=O)[O-])c1 (stereo not drawn) | · | -4% | -3% | 11% | 9% | -3% | 8.5% | 0.9% | 5%
COCCNC(=O)c1csc(Nc2cccc3ccccc23)n1 | · | 8% | 8% | 4% | 1% | -4% | 4.2% | -0.1% | -4%
Cc1ccc(S(=O)(=O)c2c(COC(=O)c3cccc(Cl)c3)c(-c3ccccc3)nn2C)cc1 | 0.5% | 5% | 28% | 4% | 8% | 2% | 1.0% | -0.1% | 0%
COc1ccc(CCNC(=O)c2cc3c(cc2Cl)N2CCCCCC2=NS3(=O)=O)cc1 | · | · | 2% | 7% | 1% | · | 1.8% | · | -7%
Cc1nn(Cc2noc(C(=O)NC3CCC(C)CC3)n2)c(C)c1Br (stereo not drawn) | · | 4% | -6% | 8% | 10% | -7% | 3.8% | -0.7% | -6%
O=C(NC(=O)c1ccccc1)OCC1CCCN2CCCCC12 (stereo not drawn) | -1.2% | 11% | -4% | 5% | 4% | -2% | 1.0% | 0.0% | -1%
O=C(Nc1nc(=S)ss1)c1c(F)cccc1F | -0.7% | -9% | -8% | 5% | 11% | -4% | 1.5% | -0.3% | -10%
CCc1cc2c(SCC(=O)N(C)C3CCS(=O)(=O)C3)ncnc2s1 (stereo not drawn) | · | 2% | 2% | 10% | 1% | -10% | -0.5% | ? | -13%
O=C(Nc1ccc(F)cc1)N1CCCN(c2ccc(C(F)(F)F)cn2)CC1 | · | 12% | 6% | 5% | · | -9% | -2.1% | -1.7% | ·
CCCS(=O)(=O)N1CCC(C(=O)NCc2ccccc2Cl)CC1 | -2.6% | 0% | 12% | 3% | 9% | 4% | 1.0% | -0.3% | -3%
C=CCc1c(C)nc(SCC(=C)C)[nH]c1=O | -1.6% | -8% | -1% | 12% | 3% | -4% | 1.6% | 1.4% | 5%
CCCCCCC/C(C)=N/NC(=O)CC(=O)NCCc1ccccc1 | 3.1% | -2% | -9% | -1% | 8% | -1% | 1.1% | -0.2% | 5%
SMILES | ER stress rescue | GPR35 arrestin U2OS | PhoP inhibition | Large T inhibition | MgcRacGAP inhibition | LYP phosphatase | RSV CPE inhibition | West Nile antiviral | Dengue-2 NS5 capping | others
Clc1ccc(-c2c[n+](Cc3cccc(Cl)c3)c3n2CCC3)cc1 | 2.8% | -13% | 6% | 5% | 9% | 0% | 7.6% | -0.4% | -1%
CCOC(=O)N[C@H](Cc1c[nH]c2ccccc12)C(=O)NC1CC1 | · | -10% | -8% | 0% | · | -10% | · | 0.3% | ·
COCCOCCn1cnc2ccccc21 | -0.2% | 19% | 6% | 5% | 5% | -8% | 1.1% | 0.2% | 0%
COc1ccc2c(c1)c(=O)cc(-c1ccccc1)n2C | -1.3% | -9% | 1% | 1% | 7% | -4% | 3.1% | -0.1% | -2%
O=C(CCc1nnc(CCCCc2ccccc2)o1)NCc1cccc(F)c1 | 3.4% | 9% | 7% | 6% | 12% | -6% | 0.6% | -1.2% | -5%
CCCn1c(SCC(=O)Nc2nonc2C)nnc1-c1ccoc1C | -1.8% | -1% | -8% | 11% | 9% | -2% | 1.6% | 0.4% | 6%
COc1cc(/C=N/N(c2ccccc2)c2ccccc2)ccc1O | · | -2% | -1% | 19% | 21% | -8% | ? | -0.5% | 2%
CN(C)C(=O)c1ccc(NC(=O)c2cc(-c3ccco3)nc3ccccc23)cc1 | · | -2% | 1% | 11% | 5% | -4% | 1.9% | 0.0% | 2%
CC(=O)c1sc2nc(CSc3nncn3C)[nH]c(=O)c2c1C | 0.3% | 16% | -6% | 8% | 10% | -1% | 0.8% | 0.1% | -5%
C=CCNC(=S)N(C1CCCCC1)C1CCCCC1 | -0.2% | 2% | -1% | 10% | 5% | -3% | 3.6% | 0.1% | 5%
COc1cc(C2Nc3ccccc3C(=O)N2c2ccccc2)c(Br)cc1OCC(=O)O (stereo not drawn) | 1.8% | 7% | -16% | 26% | 14% | -11% | -0.3% | 0.3% | -1%
COc1ccc(/C=C/C(=O)Oc2cccc(/C=N/NC(=O)COc3c(C)cccc3C)c2)cc1 | 5.1% | 4% | -13% | 7% | 14% | -1% | 3.1% | 0.5% | 1%
CCC(CC)NC(=O)COC(=O)c1ccc(NS(=O)(=O)c2ccc3c(c2)OCCO3)cc1 | -0.5% | 6% | -3% | 22% | -10% | -6% | 44% | · | 0% | Dengue-2 NS5 capping pilot replicate=3.5
Cc1nnc(SCc2cc(=O)[nH]c(N3CCN(Cc4ccccc4)CC3)n2)s1 | 0.6% | -3% | 10% | 3% | 2% | -4% | 4.0% | -0.2% | -6%
Cc1ccc2nc(N3CCOCC3)c(C=O)cc2c1 | · | 6% | 1% | 4% | 8% | -12% | 0.7% | -0.5% | -3%
COCCCNC(=S)N1CCN(C(=O)c2ccco2)CC1 | -2.8% | 8% | -18% | 25% | 14% | 4% | 0.8% | -0.2% | -3%
COc1ccc(-c2cc(=O)oc(-c3cccc(C)c3)n2)cc1 | · | 0% | -11% | 4% | 9% | -1% | 1.5% | -0.2% | 13%
COc1ccc(/C=C2\C(=O)N(c3c(Cl)cc(Cl)cc3Cl)N=C2NC(=O)c2cccc([N+](=O)[O-])c2)cc1 | -2.2% | -5% | -8% | 19% | 4% | 11% | 1.4% | -0.2% | ?
Cc1ccc(C(CC(=O)O)Nc2nc(N3CCCCC3)nc(N3CCCCC3)n2)cc1 (stereo not drawn) | -2.3% | 18% | 20% | 6% | 7% | 0% | 3.2% | 0.2% | 4%
O=C(Cn1c(=O)c2sccc2n(Cc2cccc([N+](=O)[O-])c2)c1=O)NCCc1ccccc1 | 6.4% | -5% | -5% | 11% | 8% | -2% | 8.4% | 0.7% | 1%
Cc1cccnc1CN1CCN(C(=O)CCc2nnc(CCc3ccccc3)o2)CC1 | -2.4% | -7% | · | · | 0% | -8% | 1.4% | -0.6% | 1%

Screens as filed in PubChem.
